# Compound activity deposited in PubChem BioAssay by National Center for Advancing Translational Sciences (NCATS).
# Menin-MLL TR inh = inhibitors of human menin-MLL interaction, mutant MLL peptide | O00255 | Menin + Texas Red MLL mutant peptide, fluorescence polarization | Potency, µM (titrated, usually from 61.6 µM), without a hit: top-dose FP activity change, negative = inhibition, most hits filed as inhibitors | hit rate 0.23% among 270,000 | AID 1768; active means well fitted inhibition curve with a large enough effect in the polarisation, with a control signal flat, not every such curve was filed as active; inconclusive means small, poorly fitted or top-dose-only effect, or effect the other way, or a change in a side signal; inactive means no such curve, though single readings can be large or run the other way; the % refers to the polarisation; further: potency means the concentration at half of the fitted maximal effect; % of control where 0% means no effect; many of its hits are not listed in these tables
# BRCA1 expr act = BRCA1 expression activation; MCF7-BRCA1-FFLuc reporter, luminescence, 48 h; response scale: scaled: vehicle 0%, 10 µM genistein 100%; Potency, µM (titrated, usually from 46.1 µM), for inactives: at the top dose activation, hits mostly activators; hit rate 1.1% among 380,000; further: potency means the concentration at half of the fitted maximal effect; nearly all actives have a fitted effect of over 80% in size; some results filed as inactive show a strong effect at the top dose
#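 Activators of BRCA1 expression were detected as increased firefly luciferase luminescence in engineered MCF7 cells after 48 h compound incubation. Signals were scaled to genistein 10 microM as full activation.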
# Rab9 promoter act = Rab9 promoter activation; Huh7 Rab9 promoter-luciferase reporter, luminescence, 24 h; Potency, µM (doses to about 9.22 µM), inactives show at the top dose activation, negative = inhibition, actives largely listed as activators; hit rate 2.8% among 320,000; AID 485297; further: potency means the concentration at half of the fitted maximal effect; % of control where 0% means no effect; nearly all actives have a fitted effect of over 60% in size
#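 Huh7 cells stably carrying a Rab9 promoter-luciferase reporter, 1500 cells per well in OP-MEM I with 10% FBS, treated with compound 24 hours at 37C. Luciferase activity read by luminescence after 10 minutes with Amplite reagent.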
# ELG1 genotoxic = induces genotoxicity in HEK293T cells with luciferase-tagged ELG1. HEK293T ELG1-luciferase reporter, luminescence, 16 h. Potency, µM (series often up to 46 µM), inactives show at the top dose activity change, positive = activation, actives largely listed as activators. hit rate 1.3% among 330,000. AID 504466; further: potency means the concentration at half of the fitted maximal effect; % of control where 0% means no effect; nearly all actives have a fitted effect of over 60% in size
#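 Genotoxicity was scored as increased ELG1-luciferase reporter signal, measured by ONE-Glo luminescence (30 min, room temperature). Compound or vehicle exposure of the HEK293T reporter cells lasted 16 hr at 37°C.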
# Gal4-VP16 FLuc = Gal4-VP16 reporter inhibition counter-screen; Potency, µM (top dose mostly 53.6 µM), inactives show at the top dose activity, negative = inhibition, actives largely listed as inhibitors; hit rate 3.5% among 310,000; Drosophila S2 Gal4-VP16 UAS-luciferase, luminescence, 20 h;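 further: Gal4-VP16 expression switched on by copper sulfate through the metallothionein promoter; potency means the concentration at half of the fitted maximal effect; on the % scale 0 is the no-effect control and ±100 the full control effect; nearly all actives have a fitted effect of over 50% in size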
# p53 reactivator = re-activators of mutant p53. H1299 p53-A138V BP100-luciferase reporter, luminescence, 24 h. Potency, µM (top dose mostly 92.2 µM), for the others: at the highest dose activity change, positive = activation, most hits filed as activators. AID 504706. hit rate 0.063% among 320,000; further: potency means the concentration at half of the fitted maximal effect; % of control where 0% means no effect; nearly all actives have a fitted effect of over 45% in size
#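 H1299 (p53-null), stable ts p53-A138V + BP100-Luc; 1000 cells/well, Opti-MEM/10% FBS; cpd 4 pt, 1:5; 24 h, 37 deg C, 5% CO2; detection reagent 10 min RT; luminescence.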
# RORg inh = ROR gamma (mouse) transcription inhibition; P51450; Drosophila S2 Gal4-RORgamma UAS-luciferase reporter, 20 h; Potency, µM (top dose mostly 53.6 µM), for inactives: at the top dose activity change, negative = inhibition, actives largely listed as inhibitors; hit rate 5.4% among 310,000; AID 2551; further: potency means the concentration at half of the fitted maximal effect; on the % scale 0 is the no-effect control and ±100 the full control effect; nearly all actives have a fitted effect of over 60% in size
#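 In this cell-based reporter format, copper sulfate (700 uM final) drives Gal4–ROR gamma fusion expression from a metallothionein promoter in Drosophila Schneider cells; compounds preincubated 1 hr, reporter read after 20 hr at ambient temperature.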
# PKM2 act = PKM2 (human) enzyme activation; hit rate 0.34% among 260,000; purified PKM2, Kinase-Glo ATP luminescence, activation; response scale: 0% is enzyme alone, no compound; P14618; Potency, µM (doses to about 57.5 µM), for the others: at the highest dose activation, actives largely listed as activators; further: potency means the concentration at half of the fitted maximal effect; on the % scale 0 is the no-effect control and ±100 the full control effect; nearly all actives have a fitted effect of over 55% in size
# Target sequence (P14618 whole entry, looked up): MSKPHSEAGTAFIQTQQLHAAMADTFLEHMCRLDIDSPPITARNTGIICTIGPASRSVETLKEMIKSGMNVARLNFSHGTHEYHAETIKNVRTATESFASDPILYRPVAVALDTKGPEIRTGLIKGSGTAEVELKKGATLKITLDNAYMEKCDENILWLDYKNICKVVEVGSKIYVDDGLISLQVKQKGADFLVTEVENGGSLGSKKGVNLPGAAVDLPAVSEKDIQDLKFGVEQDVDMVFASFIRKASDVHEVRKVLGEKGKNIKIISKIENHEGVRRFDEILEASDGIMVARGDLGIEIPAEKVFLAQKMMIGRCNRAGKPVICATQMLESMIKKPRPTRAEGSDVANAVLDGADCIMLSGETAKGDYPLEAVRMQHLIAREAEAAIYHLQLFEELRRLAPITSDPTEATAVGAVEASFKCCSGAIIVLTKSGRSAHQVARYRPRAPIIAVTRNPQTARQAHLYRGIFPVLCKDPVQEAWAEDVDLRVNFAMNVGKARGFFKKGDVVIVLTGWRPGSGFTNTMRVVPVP
#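 ATP formation by purified human PK-M2, quantified via coupled luciferase luminescence after 1 h at room temperature with 0.1 mM ADP and 0.5 mM PEP final.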
# NPC1 prom act = activates the NPC1 promoter; hit rate 2.4% among 320,000; Huh7 NPC1 promoter luciferase reporter, 24 h; Potency, µM (titrated, usually from 9.22 µM), without a hit: at the highest dose activation, actives largely listed as activators;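 further: potency means the concentration at half of the fitted maximal effect; % of control where 0% means no effect; nearly all actives have a fitted effect of over 60% in size; reporter is driven by a mutant NPC1 promoter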
#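 Readout is luciferase luminescence, reflecting NPC1 promoter activation in stably transfected Huh7 cells after 24 h compound exposure at 37 °C in reduced-serum medium with 10% FBS.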
# FLuc modulator = counter-screen for miR-21 project: firefly luciferase inhibitors or activators; P08659; purified FLuc, Km substrates, luminescence inhibition; Potency, µM (series often up to 57.5 µM), inactives show at the top dose activity change, negative = inhibition, most hits filed as inhibitors; hit rate 6.9% among 360,000; AID 588342;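 further: potency means the concentration at half of the fitted maximal effect; plate controls were vehicle for no effect and reference inhibitor for full effect; nearly all actives have a fitted effect of over 55% in size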
# Target sequence (P08659 whole entry, looked up): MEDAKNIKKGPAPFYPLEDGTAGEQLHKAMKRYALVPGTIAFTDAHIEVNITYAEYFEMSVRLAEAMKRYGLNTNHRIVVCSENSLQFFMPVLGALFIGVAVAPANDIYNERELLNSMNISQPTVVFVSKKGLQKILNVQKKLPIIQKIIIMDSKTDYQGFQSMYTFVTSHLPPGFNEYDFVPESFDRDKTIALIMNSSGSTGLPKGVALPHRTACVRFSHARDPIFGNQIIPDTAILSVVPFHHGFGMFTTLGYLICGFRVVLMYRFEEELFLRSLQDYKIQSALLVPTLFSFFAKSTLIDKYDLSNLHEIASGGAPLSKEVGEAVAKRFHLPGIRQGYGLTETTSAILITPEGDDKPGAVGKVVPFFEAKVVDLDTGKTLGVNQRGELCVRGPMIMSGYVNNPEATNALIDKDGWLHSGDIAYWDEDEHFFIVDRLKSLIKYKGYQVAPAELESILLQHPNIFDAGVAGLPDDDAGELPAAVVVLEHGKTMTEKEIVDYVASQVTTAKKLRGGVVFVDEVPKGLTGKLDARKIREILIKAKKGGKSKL
#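 Purified P. pyralis luciferase, 10 nM final, with Km-level 10 uM D-luciferin and 10 uM ATP in 50 mM Tris acetate pH 7.5, 10 mM Mg acetate, 0.01% Tween-20, 0.05% BSA; 6-point qHTS titration about 60 µM downward; luminescence read.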
# Giardia kill = Giardia lamblia killing; Giardia lamblia trophozoite viability; hit rate 0.15% among 340,000; activity change, % at 7.66 µM, hits read low; AID 540267; in the data active means activity change below about -80%; inconclusive means between about -30% and that limit;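 further: parasites exposed to compound for two days anaerobically before the ATP read; on the % scale 0 is the no-effect control and ±100 the full control effect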
#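 Giardia lamblia trophozoites (100 cells/well) were incubated with compounds for 48 h at 37 deg C under anaerobic conditions. Viability was read as ATP content by one-step luminescence after 15-30 min at room temperature.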
# * = called active by the depositor; ? = inconclusive; / = not tested or not shown; & = joins results of further samples; [ ] = dose if it differs, or a comment. Unless noted, the call rests on the fitted dose curve; in most records, active means well fitted curve in the direction sought with a large enough effect; inconclusive means small, poorly fitted or top-dose-only effect, or another doubt; inactive means no such curve, though single readings can be large; an effect the other way counts as inactive or inconclusive.
mol,Menin-MLL TR inh,BRCA1 expr act,Rab9 promoter act,ELG1 genotoxic,Gal4-VP16 FLuc,p53 reactivator,RORg inh,PKM2 act,NPC1 prom act,FLuc modulator,Giardia kill
COC(=O)C(C)n1nc(C)n(-c2ccc(C)cc2)c1=O (configuration not stated),-5%,5%,-2%,1%,5%[0.365 µM],-4%,30%,-3%,1%,-2%,1
CC(O)c1nc2ccccc2n1C(C)c1ccccc1 (configuration not stated),?,-8%,-3%,0%,-3%,/,?,0%,-2%,0%,-10
COc1ccc(CCNC(=O)c2cn(C)c3ccc(S(=O)(=O)N4CCOCC4)cc3c2=O)cc1OC,/,-17%,-2%,8%,?,-2%,14%,/,-19%,-2%&5%,14
COc1ccc(CN2C(=O)c3ccccc3C(/C=N/OCc3ccc(Cl)cc3)C2=O)cc1 (configuration not stated),-4%,-73%,-3%,-8%,9%,2%,18%,-11%,-4%,21µM*,-3
O=C1Nc2ccccc2N(O)N1c1cc(-c2cccc(Cl)c2)no1,/,6%,12%,1%,8%,14%,1%,-3%,3%,21µM*,9
CCOC(=O)N1CCN(C(=O)CN(C)S(=O)(=O)c2ccc3c(c2)C(C)(C)C(=O)N3C)CC1,?,20%,0%,0%,-4%,-1%,-14%,2%,-1%,-2%,0
Cc1cccc(NC(=O)c2cc([N+](=O)[O-])ccc2Cl)c1O,3%,-26%,-1%,-4%,30%,7%,3%,0%,13%,-3%,-27
Cc1ccc(OCc2nnc(SCC(=O)Nc3nccs3)n2-c2ccccc2)cc1C,-3%,-5%,-2%,4%,0%,-1%,-4%,-5%,0%,0%,-5
Cc1ccc2c(c1)C(=O)CC1(CCCC1)O2,/,-9%,-11%,2%,6%,-6%,10%,-8%,-5%,-3%,18
O=C(Cn1ncc2c([nH]c3ccccc32)c1=O)Nc1cccnc1,-3%,-12%,5%,0%,0%,-2%,-12%,/,1%,-1%,-2
c1ccc(-c2cc3c(ccc4nonc43)nn2)cc1,11%,-69%,28%,8%,6%,?,14%,-3%,?,-8%,6
CN(C)/C=N/c1cc(=O)[nH]c(=O)n1C,5%&-7%,-2%,2%,1%,-2%&-2%,-6%,-5%&-12%,-9%&-1%,-2%,-1%,14
O=C(CCN1C(=O)COc2ccccc21)NCCN1CCN(c2ccccc2F)CC1,-6%,-4%,8%,1%,-6%,-4%,-18%,-2%,1%,2%,-3
Cc1ccc(C(=O)NC2CC(C)(C)NC(C)(C)C2)cc1C,0%,10%,-4%,1%,-14%,-2%,5%,-2%,-4%,-1%,6
CCOc1ccc(NC(=O)C(CC(=O)O)Cc2ccccc2)cc1 (configuration not stated),-9%,38%,-1%,1%,2%[10 µM],-2%,-1%,-3%,-5%,-12%,31[activator]
COc1ccc(/C=C/C(=O)NCC(=O)N=Nc2c(O)[nH]c3ccc([N+](=O)[O-])cc23)cc1,?,-2%,-2%,0%,0%,-6%,25%,7%,-2%,?,11
CCN1CCc2c(C#N)c(N3CCCCC3)nc(N3CCOCC3)c2C1,-10%,-27%,6%,-5%,0%,-7%,2%,-2%,-4%,3%,-2
Cc1cccc(CN2CCSCC2)c1,-17%,-3%,-5%,1%,-3%,/,-2%,-1%,-3%,-1%,4
CCn1c(CCc2ccccc2)nc2ccccc21,?,55%,15%,4%,?,6%,?,?,15%,17µM*,-9
Cc1ccc(S(=O)(=O)Nc2ccccc2)cc1C(=O)N1CCCC1,/,-3%,13%,2%,-9%,-6%,-6%,-1%,0%,0%,10

# Nothing new here: entries from further up.
mol,Menin-MLL TR inh,BRCA1 expr act,Rab9 promoter act,ELG1 genotoxic,Gal4-VP16 FLuc,p53 reactivator,RORg inh,PKM2 act,NPC1 prom act,FLuc modulator,Giardia kill
O=C(CCN1C(=O)COc2ccccc21)NCCN1CCN(c2ccccc2F)CC1,-6%,-4%,8%,1%,-6%,-4%,-18%,-2%,1%,2%,-3
Cc1ccc(C(=O)NC2CC(C)(C)NC(C)(C)C2)cc1C,0%,10%,-4%,1%,-14%,-2%,5%,-2%,-4%,-1%,6

# Single records, from the list above. Values in the order: Menin-MLL TR inh, BRCA1 expr act, Rab9 promoter act, ELG1 genotoxic, Gal4-VP16 FLuc, p53 reactivator, RORg inh, PKM2 act, NPC1 prom act, FLuc modulator, Giardia kill
# Results for CCN1CCc2c(C#N)c(N3CCCCC3)nc(N3CCOCC3)c2C1 → -10%, -27%, 6%, -5%, 0%, -7%, 2%, -2%, -4%, 3%, -2
# Results for CCn1c(CCc2ccccc2)nc2ccccc21 → ?, 55%, 15%, 4%, ?, 6%, ?, ?, 15%, 17µM*, -9

# (further entries)
molecule,Menin-MLL TR inh,BRCA1 expr act,Rab9 promoter act,ELG1 genotoxic,Gal4-VP16 FLuc,p53 reactivator,RORg inh,PKM2 act,NPC1 prom act,FLuc modulator,Giardia kill
CCN(CC)c1ccc(/C=c2/sc3nnc(-c4ccccc4C)n3c2=O)cc1,?,-9%,3%,0%,0%,1%,-1%,3%,-5%,2%,6
c1ccc(CN2CCN(Cc3nnc(-c4ccccc4)o3)CC2)cc1,-10%,24%,2%,2%,-6%,-4%,47%,0%,0%,-1%,9
Cc1ccccc1C(=O)OC1CCN(C)CC1,-28%,0%,-2%,-4%,1%,3%,-5%,/,1%,5%,-3
COc1cccc2[nH]c(C(=O)NC(C)c3ccccc3)cc12 (configuration not stated),51%[activator],-9%,-9%,-4%,-6%,1%,-31%,/,-4%,-18%,-7
COc1ccc(NC(=O)Nc2ccccc2C(N)=O)cc1,80%[activator],26%,1%,7%,3%,0%,-10%,-75%,-6%,5.4µM*,8
CCOC(=O)C1CCCN(Cc2ccc(OC)cc2OC)C1 (configuration not stated),-11%,6%[1.84 µM],-1%,1%,0%,0%,2%,0%,0%,2%,-5
CCC(Sc1nc2cc(OC)c(OC)cc2c(=O)n1Cc1ccco1)C(=O)NCCOC (configuration not stated),-25%,-2%[1.84 µM],-1%,0%,2%,-1%,-9%,-4%,-2%,0%,-6
CN(C)CCCn1c(N)c(S(=O)(=O)c2ccccc2)c2nc3ccccc3nc21,/,-2%,-5%,-1%,-2%,2%,9%,1%,-4%,1%,-4
O=C(O)CCCCCNC(=O)/C(=C\c1ccco1)NC(=O)c1ccco1,21%,-4%,1%,-5%,8%,/,32%[1.91 µM],-1%,-1%,-1%,4
Cc1c(/C=C/C(=O)c2ccccc2O)cnn1C,5%,?,2.5µM*,?,1%,?,5%,-19%,3.5µM*,1.3µM*,-23
O=C(NCc1ccccc1Cl)NC(=O)c1ccccc1,?,13%,1%,6%,-4%,-1%,-4%,-1%,4%,4%,6
O=S(=O)(Nc1nc2ccccc2s1)c1cnc(Cl)c(Br)c1,/,0%,-3%,-6%,1%,3%,-1%,0%,-3%,-18%,-7
C[C@H]1CN=C(Nc2ccccc2)N1CCC1CCCCC1,-9%,-38%,5%,-3%,0%,-1%,31%,3%,-3%,0%,-21
CCCCn1nc(C(=O)Nc2ccc(S(=O)(=O)Nc3ncccn3)cc2)c2ccccc2c1=O,-2%,-26%,0%,3%,5%,-3%,1%,-3%,-1%,-14%,17
COc1ccc(CNC(=O)C2CCC(=O)N(CCCN3CCCC3=O)C2)cc1 (configuration not stated),/,-7%,10%,7%,7%,8%,?,-6%,0%,4%,-9
CCc1c(C)sc(NC(=O)c2cccs2)c1C(N)=O,11%,3.5µM*,?,18µM*,-5%,?,0%,-9%,?,6.7µM*,-13
O=C(Nc1ccccc1)Nc1ccc2snnc2c1,?,54%,?,-2%,?,?,?,4%,?,11µM*,-1
Cc1cccc(N2C(=O)SC(N(C)c3ccccc3)C2=O)c1 (configuration not stated),25%,10%,1%,-2%,-3%,9%,-1%,-1%,-3%,-1%,-11
COc1ccc(C)cc1NC(=O)c1cccc(C(=O)Nc2cc(C)ccc2OC)n1,?,-8%,1%,0%,-6%,-2%,1%,2%,-5%,0%,-7

# This is a subset. The share of hits here may be higher or lower than overall.
